# High-throughput results (PubChem BioAssay)
# DT40 TDP1 no CPT = qHTS for Inhibitors of human tyrosyl-DNA phosphodiesterase 1 (TDP1): qHTS in cells in absence of CPT. Potency, µM (series often up to 46.2 µM), for the others: at the top dose activity change, negative = growth inhibition, most hits filed as inhibitors. DT40 Tdp1-/- hTDP1 cells, no CPT, ATP luminescence, 48 h. AID 686978, 2013. actives 15% (n = 420,000); also: nearly all actives have a fitted effect of over 55% in size
#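 Chicken DT40 Tdp1-/- cells complemented with human TDP1, screened without camptothecin (DMSO vehicle only), 400 cells/well. Compounds pin-transferred, cells incubated at 37 °C for at least 48 hr. Growth read as ATP-dependent luminescence (CellTiter-Glo, 30 min at RT).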
# KAT2A inh = qHTS Assay for Inhibitors of GCN5L2 | AID 504327, 2011 | GCN5L2 HAT assay, ThioGlo1 CoA-SH fluorescence | Potency, µM (highest dose often 58.9 µM), for inactives: at the top dose activity change, negative = inhibition, actives largely listed as inhibitors | actives 0.21% (n = 390,000) | Histone acetyltransferase KAT2A (Homo sapiens), Q92830
# Target sequence (Q92830 whole entry, looked up): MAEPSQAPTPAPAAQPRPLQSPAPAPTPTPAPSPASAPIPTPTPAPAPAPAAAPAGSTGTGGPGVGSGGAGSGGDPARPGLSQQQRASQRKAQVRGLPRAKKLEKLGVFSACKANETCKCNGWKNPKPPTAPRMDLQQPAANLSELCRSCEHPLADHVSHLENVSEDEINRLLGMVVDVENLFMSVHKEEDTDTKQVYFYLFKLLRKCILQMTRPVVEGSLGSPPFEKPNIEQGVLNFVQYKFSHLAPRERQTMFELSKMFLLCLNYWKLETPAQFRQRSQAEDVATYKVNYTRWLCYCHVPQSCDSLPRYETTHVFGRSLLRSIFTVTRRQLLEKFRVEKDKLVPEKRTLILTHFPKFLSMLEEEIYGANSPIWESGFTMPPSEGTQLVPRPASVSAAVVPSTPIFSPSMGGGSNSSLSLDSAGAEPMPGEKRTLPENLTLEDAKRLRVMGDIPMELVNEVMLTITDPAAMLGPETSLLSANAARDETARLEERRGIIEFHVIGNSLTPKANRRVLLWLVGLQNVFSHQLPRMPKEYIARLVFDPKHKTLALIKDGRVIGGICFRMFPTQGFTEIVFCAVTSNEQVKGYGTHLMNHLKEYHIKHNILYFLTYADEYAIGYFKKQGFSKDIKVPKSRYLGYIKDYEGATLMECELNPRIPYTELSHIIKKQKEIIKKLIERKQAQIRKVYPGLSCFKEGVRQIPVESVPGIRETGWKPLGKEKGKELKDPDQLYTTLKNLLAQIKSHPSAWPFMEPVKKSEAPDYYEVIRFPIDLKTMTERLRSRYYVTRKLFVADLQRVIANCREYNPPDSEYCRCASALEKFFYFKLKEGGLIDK
#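 Enzyme at 20nM final was mixed with library compounds for 15 min at room temperature. Peptide H3(1-25) at 75uM, acetyl-CoA at 70uM and ThioGlo1 at 50uM were then added. Plates were read immediately and after 20 min (Ex340nm/Em540nm).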
# TDP1 cell CPT = qHTS for Inhibitors of human tyrosyl-DNA phosphodiesterase 1 (TDP1): qHTS in cells in presence of CPT; chicken DT40 Tdp1-/-;hTDP1 cells + 20 nM CPT, ATP luminescence, 48 h; Potency, µM (doses to about 46.2 µM), inactives show at the top dose activity change, negative = growth inhibition, most hits filed as inhibitors; actives 12% (n = 420,000); AID 686979, 2013; also: nearly all actives have a fitted effect of over 55% in size
#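 Cell growth measured by CellTiter-Glo luminescence after a minimum 48 h, 37 C compound exposure with 20 nM CPT in Tdp1-knockout DT40 cells stably expressing hTDP1, seeded 400/well; qHTS titration format.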
# Numbers without * were called inactive; u = inconclusive; x = not tested or not shown; [ ] = dose if it differs, or a comment. Calls follow the shape of the dose curve; as a rule, active = well fitted curve in the direction sought with a large enough effect; inconclusive = small, poorly fitted or top-dose-only effect, or another doubt; inactive = no such curve, though single readings can be large; an effect the other way counts as inactive or inconclusive. % is scaled to controls: 0 for no effect and ±100 for the full control effect; potency is read from the fitted curve at half-maximal effect. Some of the compounds tested, so the mix of outcomes need not match the whole.
SMILES,DT40 TDP1 no CPT,KAT2A inh,TDP1 cell CPT
Cc1cc(C)c(C(=O)c2ccccc2)c(C)c1,u,x,u
O=C(NCC1CCCO1)c1cccc(NC(=O)c2ccccc2)c1 (centres undefined),17.0%,-6.6%,-13.2%
C=C(C(=O)c1ccccc1)C(C)CC(=O)c1ccccc1 (centres undefined),14.6µM*,-15.5%,23.1µM*
CCN1CCN(c2ccccc2NC(=O)c2ccc(-n3cccn3)cc2)CC1,-16.0%,1.2%,u
O=C(CSCc1ccc(Cl)cc1)Nc1cccc(C(=O)Nc2ccccc2C(=O)O)c1,-5.4%,-3.7%,-4.2%
COc1ccc(C2SCC(=O)N2c2nc3ccccc3s2)cc1 (centres undefined),u,-3.2%,-20.6%
COc1ccccc1C(=O)N/C(=C/c1ccc(Br)cc1)C(=O)NCCCn1ccnc1,-18.3%,-15.5%,u
CC(C)CC(c1nnnn1C(C)(C)C)N1CCN(Cc2ccccc2)CC1 (centres undefined),u,-1.4%,-7.8%
O=C1Cc2ccccc2Sc2ccc(O)cc21,u,-3.6%,-12.7%
CC(C)C(NC(=O)c1ccccc1Cl)C(=O)OCc1nc2scc(-c3ccccc3Cl)c2c(=O)[nH]1 (centres undefined),-18.2%,-7.1%,-1.0%
Cc1cccc(C)c1NC(=O)c1oc2ccc3c(c2c1C)C(=O)CC(C)(C)O3,u,-6.2%,16.4µM*
CC(C)C(=O)Nc1ncc(Cc2cccc(Cl)c2)s1,u,-2.4%,u
CCOc1ccc(-n2nnc3c(=O)n(CC(=O)c4ccccc4)cnc32)cc1,-12.3%,-9.8%,0.0%
COc1ccc(OCc2cc(/C=N\NC(=O)c3ccccc3)ccc2OC)cc1,5.17µM*,-6.9%,4.61µM*
COc1cc2c(cc1OC)CN(C(=O)CSc1nc(N)c(C#N)cc1C#N)CC2,-13.1%,-11.0%,u
COc1ccccc1Cc1c(C2CCCCC2)nc2ccc(C)cn12,23.1µM*,x,20.6µM*
COC(=O)CCC(=O)N1CCOCCOCCOCC1,-26.6%,-2.0%,0.0%
CCOCCCn1cnc2c3cc(F)ccc3n(C)c2c1=O,u,-4.5%,-12.4%
COc1cc2c(cc1OC)C(CSc1ccccc1C(=O)O)=NC(C)(C)C2,-11.5%,-1.7%,0.1%
O=C(NN=Cc1ccc(O)cc1)c1ccccc1NS(=O)(=O)c1cccs1,13.1%,-6.3%,6.9%
Cc1ccc2ccccc2c1C(O)c1ncc(-c2ccccc2F)[nH]1 (centres undefined),-27.4%,x,u
Cc1ccc(CNC(=O)CCOc2ccc(C(C)(C)C)cc2)cc1,-10.8%,-6.2%[0.501 µM],-1.4%
CC(C)(C)OCC(O)CN1CCN(C(=O)c2ccccc2)CC1 (centres undefined),-0.8%,-1.1%,-1.2%
COC(=O)C1Cc2ccccc2CN1C(=O)CCl (centres undefined),14.6µM*,-7.1%,14.6µM*
CC1=[N+]([O-])C(N2CCOCC2)C(O)(c2ccccc2)C1 (centres undefined),-2.2%,-0.4%,15.8%

# For reference, six of the compounds above:
SMILES,DT40 TDP1 no CPT,KAT2A inh,TDP1 cell CPT
Cc1cc(C)c(C(=O)c2ccccc2)c(C)c1,u,x,u
O=C(NCC1CCCO1)c1cccc(NC(=O)c2ccccc2)c1 (centres undefined),17.0%,-6.6%,-13.2%
C=C(C(=O)c1ccccc1)C(C)CC(=O)c1ccccc1 (centres undefined),14.6µM*,-15.5%,23.1µM*
CCN1CCN(c2ccccc2NC(=O)c2ccc(-n3cccn3)cc2)CC1,-16.0%,1.2%,u
O=C(CSCc1ccc(Cl)cc1)Nc1cccc(C(=O)Nc2ccccc2C(=O)O)c1,-5.4%,-3.7%,-4.2%
COc1ccc(C2SCC(=O)N2c2nc3ccccc3s2)cc1 (centres undefined),u,-3.2%,-20.6%

# Returning to the listing; the 2 compounds before the break are reprinted first.
SMILES,DT40 TDP1 no CPT,KAT2A inh,TDP1 cell CPT
COC(=O)C1Cc2ccccc2CN1C(=O)CCl (centres undefined),14.6µM*,-7.1%,14.6µM*
CC1=[N+]([O-])C(N2CCOCC2)C(O)(c2ccccc2)C1 (centres undefined),-2.2%,-0.4%,15.8%
COC(=O)c1c(C)[nH]c(C(=O)OC(C)C(=O)N2CCOCC2)c1C (centres undefined),-0.8%,-7.3%,15.1%
COc1ccccc1CNCCSc1nnnn1C,-13.7%,0.2%,2.6%
O=C(COC(=O)C12CC3CC(CC(O)(C3)C1)C2)Nc1ccc(Cl)c(S(=O)(=O)N2CCOCC2)c1,u,-1.5%,29.1µM*
CCN1C(=O)[C@H]2[C@@H](c3ccc(C)cc3)N3C(=O)N(c4ccc(OC)cc4)C(=O)[C@@]3(C)[C@H]2C1=O,-3.7%,1.1%,-0.6%
O=[N+]([O-])c1cc(-n2cccc2)ccc1N1CCOCC1,u,-4.8%,4.8%
N#Cc1ccc(-c2ccc(F)cc2)nc1Oc1ccc(Cl)c(Cl)c1,u,-10.1%,u
CCCCNS(=O)(=O)c1ccc(S(=O)(=O)n2cnc3ccccc32)cc1,2.5%,-3.7%,7.0%
CC(C)NS(=O)(=O)c1ccc(OCC(=O)Nc2ccc3c(c2)OCCO3)cc1,-0.1%,-0.8%,-4.5%
O=C(CN1C(=O)NC2(CCCC2)C1=O)OCC(=O)c1cccc(Cl)c1,-25.0%,1.6%,6.0%
O=C(COC(=O)c1cccnc1Cl)Nc1cccc(S(=O)(=O)N2CCCCC2)c1,-15.9%,-3.2%,9.0%
COc1cc(/C=C/C(=O)NC(C)CCc2ccccc2)cc(OC)c1OC (centres undefined),u,-2.9%,u
CCCC(=O)N1CCCC(c2nc(-c3cccc(OC)c3)no2)C1 (centres undefined),u,4.9%,u
O=[N+]([O-])C1=CC=C2C(=NC3(CCCCC3)N2O)C1=NCCO,-25.8%,-6.4%,-26.6%
CC(=O)Nc1ccc(NC(=O)C(C)OC(=O)/C=C/c2cccs2)cc1 (centres undefined),-11.2%,-6.4%,-5.9%
COc1ccccc1OCC(=O)N(Cc1nc(-c2ccc(Cl)cc2)no1)C(C)C,16.4µM*,-8.6%,u
CCOC(=O)c1cnn(-c2ccc(C(=O)Nc3ccc(C(C)=O)cc3)cc2)c1N,-24.0%,2.0%,-2.4%
CC(=O)Nc1ccc(S(=O)(=O)N(Cc2ccccc2)c2ccccc2)cc1,u,14.5%,-1.6%
Cc1ccc(C2=NN(CC(=O)NCCCN(CC(C)C)CC(C)C)C(=O)CC2)cc1,u,4.1%,u
COC(=O)C(Cc1cnc[nH]1)NC(=O)C1CCC(=O)N1 (centres undefined),-4.2%,-12.3%,-2.7%
CCN(CCO)C(=O)c1ccc2nc(Cc3ccc(OC)cc3)oc2c1,-17.4%,x,-2.1%
Cc1cc2ccccc2c(=O)n1CC(=O)NCCC1=CCCCC1,u,-3.7%,u
O=C(O)CN1C(=O)CSc2ccccc21,0.1%,-0.9%,-0.8%
Cc1cccc(NC(=O)CCS(=O)(=O)c2cccc3nonc23)c1C,u,-16.8%,u
CCOc1nc(-c2ccc(C)cc2)ccc1-c1noc(COC)n1,u,-15.7%,-5.8%
Cc1ccc(C(=O)N/N=C\c2ccccc2[N+](=O)[O-])cn1,14.1%,-27.6%,-0.9%

# By substructure: the compounds so far with two or more sulfur atoms.
SMILES,DT40 TDP1 no CPT,KAT2A inh,TDP1 cell CPT
COc1ccc(C2SCC(=O)N2c2nc3ccccc3s2)cc1 (centres undefined),u,-3.2%,-20.6%
O=C(NN=Cc1ccc(O)cc1)c1ccccc1NS(=O)(=O)c1cccs1,13.1%,-6.3%,6.9%
CCCCNS(=O)(=O)c1ccc(S(=O)(=O)n2cnc3ccccc32)cc1,2.5%,-3.7%,7.0%

# Later entries
SMILES,DT40 TDP1 no CPT,KAT2A inh,TDP1 cell CPT
Cc1ccc(NS(=O)(=O)c2c(C)[nH]c(=O)[nH]c2=O)cc1C,-4.7%,-10.2%,-5.3%
CCc1cccc(C)c1NC(=O)COC(=O)CNC(=O)c1cccs1,1.8%,-4.9%,12.8%
Cc1ccc(-c2cnc(N)n2C)cc1C,u,-7.0%,u
CCOC(=O)NC(=O)COC(=O)CCCSc1nc2ccccc2s1,12.6%,-9.7%,9.0%
COc1ccc(CNC(=O)C2CCN(S(=O)(=O)c3cn(C)cn3)CC2)cc1,-2.1%,-9.4%,10.2%
CCOC(=O)C1(Cc2ccc(OC)cc2)CCN(C(=O)Cc2cccnc2)CC1,-6.6%,2.6%,2.8%
CCOC(=O)c1oc2ccccc2c1NC(=O)c1cccc(OC)c1OC,18.4µM*,-5.1%,16.4µM*
COc1ccc(/C=C(/NC(=O)c2ccc(C)cc2)C(=O)NCc2ccncc2)cc1,19.7%,-6.1%,2.2%
O=S(=O)(c1ccc(OCC(O)CN2CCc3ccccc3C2)cc1)N1CCOCC1 (centres undefined),-27.5%,-4.4%,u
O=C(/C=C/c1ccc(Cl)cc1Cl)Nc1ccncc1,14.6µM*,-4.6%,u
CCOC(=O)N1CCN(C(=S)NC(=O)c2ccc(Br)cc2)CC1,13µM*,1.0%,u
CCc1ccc2[nH]cc(C(=O)OCCOC)c(=O)c2c1,23.1µM*,1.9%,u
C/C(=N\Nc1cccc(Cl)c1)C1(C)N(O)C(C)(C)C(c2ccco2)=[N+]1[O-] (centres undefined),u,-1.0%,u
CC(C)Cn1c(N)c(S(=O)(=O)c2cccs2)c2nc3ccccc3nc21,u,-28.2%,16.4µM*
COc1ccc(S(=O)(=O)N2CCN(c3ccccc3)CC2)cc1C(=O)N1CCCC1,-19.9%,-1.5%,-0.7%
COc1cccc(Nc2ncnc3ccc(Br)cc23)c1,20.6µM*,x,u
CC(C)C(=O)Nc1ccccc1C(=O)OCc1cc(=O)n2nc(C3CC3)sc2n1,u,20.1%,-15.6%
CCOc1ccc(S(=O)(=O)N2CCCC(C(=O)Nc3cccc(C)c3)C2)cc1 (centres undefined),u,-1.9%,u
COC(=O)C1=C(Nc2ccccc2NC(=O)c2ccccc2C(=O)O)CSC1,-1.9%,-2.7%,0.5%
CCOC(=O)N1CCN(C(=O)C(NC(=O)c2ccc(C(C)(C)C)cc2)C(C)C)CC1 (centres undefined),2.31µM*,2.6%,8.2µM*
Cc1ccc(NC(=O)Nc2cccn(Cc3c(F)cccc3Cl)c2=O)cc1,u,-4.9%,u
COc1ccc(-c2noc(CCCC(=O)NCCc3ccccc3)n2)cc1OC,u,-4.5%,u
O=C(Cn1cc(COc2ccc3ccccc3c2)nn1)NS(=O)(=O)c1cccc(OC(F)F)c1,7.8%,x,14.4%
COc1ccccc1N1CCN(C(CNC(=O)C(=O)NCc2cccnc2)c2cccnc2)CC1 (centres undefined),u,-20.1%,u
C=C(C)Cn1c(CCNC(=O)CC)nc2ccccc21,-29.7%,0.4%,-18.9%
CN1CCN(C(c2ccccc2Cl)c2sc3nc(-c4ccco4)nn3c2O)CC1 (centres undefined),-3.0%,-8.1%,0.3%
CC(=O)Nc1ccc(N=Nc2ccccc2)cc1,3.2%,-3.9%,3.7%
O=c1[nH]c2cccc(F)c2n2cccc12,-14.3%,-3.9%,-8.7%
O=C(NCCC1=CCCCC1)c1ccc2c(c1)N(Cc1ccc(F)cc1)C(=O)c1ccccc1S2(=O)=O,7.31µM*,-11.7%,20.6µM*

# Full records, quoted from the list. Screens in order: DT40 TDP1 no CPT, KAT2A inh, TDP1 cell CPT
# COc1ccc(-c2noc(CCCC(=O)NCCc3ccccc3)n2)cc1OC across the screens: u, -4.5%, u
# COc1ccccc1C(=O)N/C(=C/c1ccc(Br)cc1)C(=O)NCCCn1ccnc1 across the screens: -18.3%, -15.5%, u
